DAX1 inh-1 – inhibitors of DAX1 repression of SF-1 activated StAR promoter; HEK293T StAR-luciferase reporter, SF-1/DAX-1 repression relief; inhibition, % at 6.8 µM; actives 1.1% (n = 370,000); AID 652010;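 active = inhibition above the mean over all tested compounds plus 3 SD, cut at about 3.6% in these data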;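 note: 0% = DAX-1 cells with DMSO and 100% = cells lacking DAX-1 with DMSO; higher inhibition means more luminescence from relief of DAX-1 repression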
ssDAF-12 act – activates DAF-12 receptor from parasite S. stercoralis; HEK293 ssDAF-12/GRIP1 lit1-tk-luc reporter, luminescence; % of 3 µM dafachronic acid response; activation, % at 6.8 µM; actives 1% (n = 370,000);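 active = activation above the mean over all tested compounds plus 3 SD, cut at about 0.9% in these data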;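 note: 0% = DMSO-only wells and 100% = 3 µM delta7-dafachronic acid wells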
hgDAF-12 ag – agonists of H. glycines DAF-12 nuclear receptor; actives 1.8% (n = 370,000); AID 687014; activation, % at 6.8 µM; HEK293 GAL4-hgDAF12 UAS-luciferase reporter, agonist luminescence; normalized to butyrate control;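 active = activation above a cutoff set at the mean of all screened compounds plus 3 SD, cut at about 10% in these data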;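 note: 0% = DMSO wells and 100% = sodium butyrate wells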
ADAM17 inh – inhibitors of human ADAM17; P78536; recombinant ADAM17, EDANS/DABCYL FRET peptide cleavage; inhibition, % at 6.95 µM; actives 0.83% (n = 370,000); AID 720648;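 active = inhibition above the mean of compounds lying between control limits plus 3 SD, set per campaign, cut at about 8.5% in these data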;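 note: 0% = DMSO-only wells as the low control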
FXN GAA850 act – frataxin GAA850 promoter activation; HEK293 lucGAA850 FXN promoter luciferase reporter, 24 h; percent of 10 µM SAHA response; activation, % at 6 µM; actives 0.56% (n = 360,000);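 active = activation above the average of all compounds screened plus 3 SD, cutoff fixed separately per campaign, cut at about 7.5% in these data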;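 note: 0% = DMSO wells and 100% = 10 µM SAHA wells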
NPR1 activator – GC-A (human) enzyme activation | actives 0.14% (n = 370,000) | P16066 | activation, % at 10 µM | HEK293 GC-A cells, cGMP TR-FRET, EC30 ANP; 0% at EC30 ANP, 100% saturating ANP | AID 1671463; in the data active = activation above about 40%
Target sequence (P16066 whole entry, looked up): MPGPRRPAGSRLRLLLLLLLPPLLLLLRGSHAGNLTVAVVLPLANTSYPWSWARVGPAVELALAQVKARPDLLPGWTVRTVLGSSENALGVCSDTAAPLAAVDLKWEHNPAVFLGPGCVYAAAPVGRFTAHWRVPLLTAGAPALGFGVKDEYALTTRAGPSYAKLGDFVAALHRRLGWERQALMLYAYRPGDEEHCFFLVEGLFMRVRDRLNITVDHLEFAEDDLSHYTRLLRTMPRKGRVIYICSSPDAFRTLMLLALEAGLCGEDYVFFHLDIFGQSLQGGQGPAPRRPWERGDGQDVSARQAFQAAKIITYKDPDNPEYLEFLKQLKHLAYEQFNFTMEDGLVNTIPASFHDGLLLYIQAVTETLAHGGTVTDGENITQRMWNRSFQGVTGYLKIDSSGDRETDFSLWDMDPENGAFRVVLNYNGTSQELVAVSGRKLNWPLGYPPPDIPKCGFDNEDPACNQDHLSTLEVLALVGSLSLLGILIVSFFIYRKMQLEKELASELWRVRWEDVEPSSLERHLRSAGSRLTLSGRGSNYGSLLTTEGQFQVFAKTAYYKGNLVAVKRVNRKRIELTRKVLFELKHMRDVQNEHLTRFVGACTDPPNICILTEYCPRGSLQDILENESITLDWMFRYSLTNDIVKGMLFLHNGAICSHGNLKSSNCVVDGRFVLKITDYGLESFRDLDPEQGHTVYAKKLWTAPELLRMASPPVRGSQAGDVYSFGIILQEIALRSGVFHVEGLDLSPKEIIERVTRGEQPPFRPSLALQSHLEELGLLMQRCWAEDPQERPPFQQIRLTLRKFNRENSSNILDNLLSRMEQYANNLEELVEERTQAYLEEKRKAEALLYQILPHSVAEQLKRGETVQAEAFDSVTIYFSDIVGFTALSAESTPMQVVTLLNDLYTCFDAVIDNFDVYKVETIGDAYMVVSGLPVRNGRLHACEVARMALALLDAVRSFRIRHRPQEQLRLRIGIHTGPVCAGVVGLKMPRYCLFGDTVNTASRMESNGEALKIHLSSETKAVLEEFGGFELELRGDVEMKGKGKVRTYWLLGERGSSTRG
hcDAF12 agonist – activators of H. contortus DAF-12 nuclear receptor; HEK293 hcDAF-12 lit1-tk-luc reporter, luminescence; 0% DMSO, 100% Δ7-dafachronic acid; activation, % at 6.8 µM; actives 1.4% (n = 370,000);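 active = activation above the mean of all tested compounds plus 3 SD, cut at about 5.5% in these data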;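 note: 100% = response to 3 µM Δ7-dafachronic acid high control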
DAX1 inh-2 – inhibits human nuclear receptor DAX1; HEK293 Gal4-DAX1 luciferase reporter, luminescence; inhibition, % at 6.75 µM; actives 0.99% (n = 340,000); AID 504766;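 active = inhibition above the mean over all tested compounds plus 3 SD, cut at about 4.2% in these data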;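 note: 0% = DAX1-transfected cells with DMSO and 100% = empty-vector control cells with DMSO; inhibition shows as a rise in luminescence from relieved DAX1 repression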
PG9 binder – PG9 antibody binding by small molecule; TR-FRET gp120-PG9 antibody binding; inhibition, % at 6.7 µM; actives 0.43% (n = 360,000); AID 624416; in the data active = inhibition above about 8.5%
SMARCA2 act – increases SMARCA2 function in MMTV reporter cells | MG213 cells, MMTV-luciferase reporter, dexamethasone, overnight | activation, % at 9.1 µM | actives 1% (n = 370,000) | AID 652017; in the data active = activation above about 7.8%;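 note: 0% = vehicle wells and 100% = reference activator wells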
ADAM10 inh – inhibits human ADAM10. recombinant ADAM10, EDANS/DABCYL FRET peptide cleavage, 3 h. inhibition, % at 7 µM. actives 0.62% (n = 370,000). AID 720582;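 active = inhibition above a per-campaign cutoff equal to the mean of compounds falling between control-based bounds plus 3 SD, cut at about 20% in these data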;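 note: 0% = DMSO wells while the 100% control is not disclosed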
An asterisk follows results filed as active; i = inactive; . = no result given.

SMILES	DAX1 inh-1	ssDAF-12 act	hgDAF-12 ag	ADAM17 inh	FXN GAA850 act	NPR1 activator	hcDAF12 agonist	DAX1 inh-2	PG9 binder	SMARCA2 act	ADAM10 inh
CN(CC(=O)NCCc1ccccc1)S(=O)(=O)c1ccc(Br)s1	-0.1	-1.4	-0.4	-2	1.7	0	-2.0	-1.0	1.3	-2	-3
O=C(N/N=C1\CCCc2c1[nH]c1ccc(Cl)cc21)c1ccncc1	-1.1	-1.7	-3.9	-11	1.5	-18	-0.9	0.2	0.8	-5	-35
C[C@H](NC(=O)C1CCN(S(=O)(=O)c2ccccc2)CC1)C(=O)NCc1cccc(Cl)c1	1.3	-1.5	0.6	-7	-1.2	3	4.6	-0.1	-0.9	-2	5
O=C(c1ccccc1NS(=O)(=O)c1ccccc1[N+](=O)[O-])N1CCOCC1	0.7	-0.3	1.0	-2	1.0	5	1.1	1.3	-2.5	1	-1
COc1ccc(C(=O)NCCCc2ccccc2)cc1OC	0.4	-0.2	1.0	2	0.9	2	1.3	0.1	-0.7	-2	-2
Cc1ccc(-c2nc(N)n(C(=O)c3cccnc3)n2)cc1	0.4	-0.8	2.7	-1	-1.1	6	0.1	0.1	-1.6	-1	-4
COc1ccc2c(c1)CCc1c(C(=O)Nc3c(C)n(C)n(-c4ccccc4)c3=O)noc1-2	-1.3	-1.5	3.4	-4	-2.5	-3	-1.0	0.5	-1.5	-1	-1
C=CCn1c(SCC(=O)Nc2ccc(C(=O)OCC)cc2)nnc1-c1sc(N)nc1C	-1.0	-0.8	0.3	-5	0.3	1	-0.2	0.8	1.6	-2	-1
COCc1cc(=O)n2c(-c3ccccc3OC)n[nH]c2n1	0.2	0.8	1.2	-5	-2.2	4	3.9	-0.4	-0.4	3	-10
CNc1cc(CSC)nc(SCc2ccc(Cl)c(Cl)c2)n1	-0.7	-1.5	0.0	6	3.2	-3	-1.5	-1.7	1.4	-2	14
O=C(Nc1ccc(Cl)c(Cl)c1)NC1CCS(=O)(=O)C1 (stereo not given)	0.4	-1.6	4.1	1	2.4	0	-1.9	2.5	-0.6	-2	-2
Cc1cc(=O)oc2c(CN3CCCCC3)c(O)ccc12	-0.1	-1.2	-1.8	i	-1.7	5	-1.8	-0.1	2.5	-2	i
COCCCNC(=O)COc1ccc(Cl)c(C)c1	-0.7	-0.5	-1.5	-3	0.8	4	-0.9	-0.9	1.2	-3	-18
COc1ccc(NC(=O)C(c2ccccc2)c2ccccc2)c(OC)c1	-0.7	-2.0	-0.5	1	2.0	0	-0.3	2.3	0.8	-3	3
Nc1cccc2c1C(=O)N(C(=O)c1cccc(S(=O)(=O)N3CCCCCC3)c1)C2=O	-0.1	-0.6	0.5	-85	2.9	1	-0.9	1.2	0.4	-3	-290
CCOc1ccc2nc(C)cc(C(=O)O)c2c1	-0.5	-1.6	0.2	-250	-1.2	1	1.1	0.7	0.2	-2	i
N#Cc1nc(-c2ccccc2F)oc1NCCc1ccccn1	-0.7	-0.5	0.5	-10	2.2	-5	0.1	-0.8	0.0	-2	-30
Cc1ccc(C)c(S(=O)(=O)N2CCCC2CNC(=O)C(=O)NCC2CCCO2)c1 (stereo not given)	-1.5	-1.0	0.8	-7	1.1	0	-0.7	-0.8	2.1	0	-1
CC(Oc1ccccc1F)C(=O)NNC(=O)CCS(=O)(=O)c1ccccc1Cl (stereo not given)	1.3	-1.3	-0.2	-2	0.1	0	-0.4	-0.4	-2.6	1	-2
Cc1ccc(-n2c(C)cc(/C=C3\NC(=O)NC3=O)c2C)c(C)c1	0.5	-0.7	-3.1	-1	0.8	-11	2.9	-1.7	-5.5	5	-12
O=C(C1CC1)N1N=C(c2ccncc2)CC1(O)C(F)(F)F (stereo not given)	0.4	-1.2	3.0	-5	2.8	0	-1.1	-0.4	-1.8	-3	-3
CCN(CC)CCSc1nnc2c3cc(F)ccc3n(Cc3ccccc3)c2n1	0.5	-0.4	0.5	1	-0.4	3	1.9	2.9	-1.2	2	8
O=C(NCc1cccnc1)Nc1cccc(NC(=O)NCc2cccnc2)c1	-0.5	0.0	4.1	-6	-1.2	4	1.7	0.3	-0.2	-2	-8
COc1ccc(S(=O)(=O)NC(C)CCc2ccccc2)cc1 (stereo not given)	-0.9	-1.1	-0.2	-1	-0.6	-3	-1.7	-2.4	3.7	-2	2
Cc1ccccc1/C(N)=N/OC(=O)/C=C/c1ccccc1	1.5	-0.2	7.8	-1	4.6	5	1.0	1.0	-1.8	2	-10
CCc1nn(C(C)C(=O)N2CCN(Cc3ccccc3)CC2)c(=O)c2cc3occc3n12 (stereo not given)	-0.5	-1.8	-2.1	0	-1.6	-38	-2.2	-0.2	-0.7	0	-7
Cc1ccc(S(=O)(=O)N2CCN(CCNC(=O)C(=O)Nc3ccc(F)cc3)CC2)cc1	0.0	-0.9	-0.4	-6	-1.8	-1	-1.0	1.8	-0.6	-2	1
Cc1cc(NC(=O)CSc2nnc(-c3ccccc3C)n2C)no1	0.8	-0.8	1.9	-1	-1.2	1	-1.7	0.4	-1.8	4	-4
Cc1c(OCC(=O)NCCCN2CCOCC2)ccc2c(-c3ccccc3)cc(=O)oc12	-4.6	-1.2	2.9	-8	2.7	0	-2.4	0.6	-0.8	-1	-14
CSc1nc2nc(-c3ccccc3)cc(C(F)(F)F)n2n1	-0.6	-0.9	1.5	-197	1.0	5	-0.7	1.0	1.8	-1	i

A different layout for three compounds above.
| Molecule | DAX1 inh-1 | ssDAF-12 act | hgDAF-12 ag | ADAM17 inh | FXN GAA850 act | NPR1 activator | hcDAF12 agonist | DAX1 inh-2 | PG9 binder | SMARCA2 act | ADAM10 inh |
| --- | --- | --- | --- | --- | --- | --- | --- | --- | --- | --- | --- |
| Cc1ccccc1/C(N)=N/OC(=O)/C=C/c1ccccc1 | 1.5 | -0.2 | 7.8 | -1 | 4.6 | 5 | 1.0 | 1.0 | -1.8 | 2 | -10 |
| CSc1nc2nc(-c3ccccc3)cc(C(F)(F)F)n2n1 | -0.6 | -0.9 | 1.5 | -197 | 1.0 | 5 | -0.7 | 1.0 | 1.8 | -1 | i |
| CCc1nn(C(C)C(=O)N2CCN(Cc3ccccc3)CC2)c(=O)c2cc3occc3n12 (stereo not given) | -0.5 | -1.8 | -2.1 | 0 | -1.6 | -38 | -2.2 | -0.2 | -0.7 | 0 | -7 |

The list goes on.
SMILES	DAX1 inh-1	ssDAF-12 act	hgDAF-12 ag	ADAM17 inh	FXN GAA850 act	NPR1 activator	hcDAF12 agonist	DAX1 inh-2	PG9 binder	SMARCA2 act	ADAM10 inh
Cc1cc(C)cc(NC(=O)c2ccc(S(=O)(=O)C(F)F)cc2)c1	0.2	-1.2	0.2	1	2.2	3	-0.2	-1.7	2.3	1	1
CCOC(=O)C(/C(C)=N/NC(=O)C1CC1c1ccccc1)C(C)C (stereo not given)	-0.2	-1.1	2.6	2	1.8	0	1.8	0.8	0.4	-1	9
Cc1ccc(C)c(S(=O)(=O)N2CCC3(CC2)OCCN3S(=O)(=O)c2cccs2)c1	1.4	-0.4	-1.6	-1	-0.4	0	0.8	-0.1	-2.6	4	-5
CCOC(=O)c1sc2nc3c(cc2c1N)C(=O)CC(C)(C)C3	0.9	-1.1	1.4	-3	4.2	8	-1.9	4.4*	-1.6	2	-7
O=C(COC(=O)COc1ccccc1[N+](=O)[O-])NC1CCCC1	0.0	-1.2	0.3	2	-1.4	-4	2.4	1.5	0.1	-2	0
CCNc1nc(NCC)nc(-n2nc(C)cc2C)n1	-0.6	-2.1	-5.6	-2	4.0	-1	-1.4	-1.9	0.9	3	-7
OCCN(Cc1ccccc1)CC1CCCCC1	0.0	-0.9	1.0	-3	-1.3	1	-0.4	2.0	-1.8	0	3
COc1ccc(CC(N)c2csc(NC(=O)NCCc3ccc(OC)c(OC)c3)n2)cc1 (stereo not given)	-0.2	-1.2	1.7	1	2.2	-4	-3.0	.	-2.4	-2	-2
CCN(C(=O)CSc1nnc(-c2ccccc2Cl)n1C1CCCC1)C1CCS(=O)(=O)C1 (stereo not given)	-0.2	-0.8	-2.6	-3	-0.5	1	-1.2	-0.3	-1.3	-4	-7
Cc1cccc(C)c1OCC(O)CNC(C)C (stereo not given)	0.2	-1.1	-1.9	-8	-1.5	-4	-0.8	-0.6	0.8	4	-10
Nc1nnnn1/N=C/c1ccc(Br)cc1	-0.5	-2.2	-4.9	0	-1.6	3	1.9	1.0	-2.1	0	7
COc1cccc(CN2CC(C(=O)NCCn3ccc(C)n3)CCC2=O)c1 (stereo not given)	0.3	-0.1	0.7	-5	0.7	1	-0.9	-0.2	-1.6	0	-36
CCOc1cccc(-c2nnc3sc(-c4ccco4)nn23)c1	0.4	-0.9	-1.1	-4	0.6	14	-2.3	0.5	-0.6	-3	-14
O=C(NC1CCCCC1)c1cc(S(=O)(=O)N2CCOCC2)ccc1Cl	0.6	-0.7	0.4	1	-0.1	-4	-1.2	0.8	-0.5	-3	12
CC(C)(C)OC(=O)NCCc1nnc(SCc2ccccc2)o1	0.1	-0.9	1.7	-2	1.6	-5	-1.1	.	-1.4	2	-8
Cc1cccc(C)c1NC(=O)c1ccc(-c2ccc(Cl)cc2Cl)o1	-0.1	-1.3	1.2	1	-2.4	4	-2.2	0.2	-0.9	0	8
COc1cccc(NC(=O)CN(C)C(=O)COc2cc(C)ccc2Cl)c1	-2.0	-0.8	-0.5	0	0.8	1	-1.8	-1.1	-2.1	-1	-6
COc1ccc(COC(=O)N/N=C(\C)CC(=O)Nc2c(C)cc(C)cc2C)cc1	-0.1	-1.0	-0.1	0	-0.3	0	-1.2	0.2	-0.5	1	1
Cc1ccc(CNC(=O)c2ccc3c(c2)NC(=O)CS3)cc1	-1.0	-1.2	-0.4	-2	-1.1	8	-0.1	0.3	-2.3	1	7
C/C(=N\NC(=O)c1ccc(OC2CCCC2)cc1)c1ccc(C)s1	1.0	-1.1	0.5	-1	-1.3	-8	-1.4	-0.5	0.2	2	3
COc1ccc(NC(=O)CSc2nnnn2Cc2ccccc2)cc1	-1.3	-1.3	1.7	5	-2.0	7	-0.2	-0.6	0.8	-1	-2
CC1CC(C)CN(C(=O)C(C)N2CCN(S(=O)(=O)c3cccs3)CC2)C1 (stereo not given)	-0.6	-0.5	-2.4	-9	-0.6	1	-0.7	-0.5	1.7	0	-9
Cc1ccc(CC2C(=O)N(c3ccc(C)cc3)C(=O)C2C)cc1 (stereo not given)	0.8	-1.2	2.1	-4	3.4	1	-1.6	3.2	-1.9	2	3
CCOc1ccccc1/C=N/Nc1cc(C)nc2ccc(C)cc12	0.3	0.7	1.4	-153	1.0	-7	-0.8	2.2	-3.3	-1	-349
COc1ccc(-c2cn(-c3ccc(C)cc3)c(=O)n2CC(=O)Nc2cccc(F)c2)cc1	0.4	-0.7	-0.6	5	-1.9	-6	-1.0	1.5	-0.5	-2	2
CC1(Cc2ccc(Cl)s2)C(=O)Nc2c(Cl)ccc(Cl)c21 (stereo not given)	-1.9	-1.9	-3.1	5	0.7	-9	-2.6	.	0.7	-7	-16
Cc1cccc(NC(=S)N/N=C/c2ccc([N+](=O)[O-])s2)c1	-2.7	-1.6	-3.4	13*	2.8	-2	-1.1	-0.6	-4.2	-7	26*
COc1cccc(-c2ncc3ccccc3c2COC(=O)c2ccc(Br)cc2)c1	-0.1	-1.6	-2.4	-6	-0.2	0	-1.2	-0.3	0.5	-1	-5

Screening results deposited in PubChem BioAssay by several laboratories.
